# a7 integrin act – qHTS for Activators of Integrin-Mediated Alleviation for Muscular Dystrophy; Potency, µM (highest dose often 38.3 µM), without a hit: top-dose activation, actives largely listed as activators; AID 624291, 2012; alpha7betagal myoblasts, beta-gal FDG fluorescence, 48 h; hit rate 0.064% among 350,000;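 further: potency means the concentration at half of the fitted maximal effect; 100% = response of the positive control SU9516; nearly all actives have a fitted effect of over 60% in size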
#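 Alpha7betagal+/- myoblasts (passage 13) were plated 16-24 hr, then exposed to compounds (1:260 dilution of DMSO stock) for 48 hours at 37C. After MPER lysis, β-galactosidase reporter activity was read as FDG fluorescence (ex 480/em 540) after 30 minutes.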
# A-T KAP1 phos – qHTS Assay for Identifying a Potential Treatment of Ataxia-Telangiectasia; […] A-T fibroblasts, KAP-1 phosphorylation AlphaLISA; neocarzinostatin DNA damage 30 min before lysis; Potency, µM (highest dose often 57.5 µM), for the others: top-dose activation, usual class: activators; hit rate 0.19% among 320,000; AID 485349, 2010; further: potency means the concentration at half of the fitted maximal effect; % of control where 0% means no effect; nearly all actives have a fitted effect of over 45% in size
#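 ATM-like activity read as KAP-1 phosphorylation via AlphaLISA donor/acceptor antibody pairs after lysis and 6 hr at 25C. Cells were ATM-null patient fibroblasts ([…], hTERT), dosed 60 min, then exposed to the DSB inducer NCS for 30 min.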
# TCR act – Activators of T cell receptors: qHTS campaign; primary human leukocytes, anti-CD3, IL-2 HTRF, 48 h; Potency, µM (top dose mostly 9.22 µM), for the others: top-dose activation of IL-2 secretion, hits mostly activators; 330,000 tested, under 10 active; further: % of control where 0% means no effect
#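 Primary human leukocytes incubated 48 hr with anti-CD3 beads plus compound, without co-stimulation. Secreted IL-2 measured by HTRF (europium cryptate/d2 anti-IL-2 pair, 320 nm excitation, 665 nm emission).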
# TSG101-PTAP inh – qHTS Assay for Iinhibitors of HIV-1 Budding by Blocking the Interaction of PTAP/TSG101; Fluorescence polarization, FITC-PTAP peptide / Tsg101 binding; AID 493005, 2010; 340,000 tested, under 10 active; Tumor susceptibility gene 101 protein (Homo sapiens), Q99816; Potency, µM (titrated, usually from 115 µM), without a hit: top-dose activity change, negative = inhibition, usual class: inhibitors; active means well fitted inhibition curve with a large enough effect in the main read-out, with a control signal flat, not every such curve was filed as active; inconclusive means small, poorly fitted or top-dose-only effect, or effect the other way, or a change in a side signal; inactive means no such curve, though single readings can be large or run the other way; further: potency means the concentration at half of the fitted maximal effect; % of control where 0% means no effect
# Target sequence (Q99816 whole entry, looked up): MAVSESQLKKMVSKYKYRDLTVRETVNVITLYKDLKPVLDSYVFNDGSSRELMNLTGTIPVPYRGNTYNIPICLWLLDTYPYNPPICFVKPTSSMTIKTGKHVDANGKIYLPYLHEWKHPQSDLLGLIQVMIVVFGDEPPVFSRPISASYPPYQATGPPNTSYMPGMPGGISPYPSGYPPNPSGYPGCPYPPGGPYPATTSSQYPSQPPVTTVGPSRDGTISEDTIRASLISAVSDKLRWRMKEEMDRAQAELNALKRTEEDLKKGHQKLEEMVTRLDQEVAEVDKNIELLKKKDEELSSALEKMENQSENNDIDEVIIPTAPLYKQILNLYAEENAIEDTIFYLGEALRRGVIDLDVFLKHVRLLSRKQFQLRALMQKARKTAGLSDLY
#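 Compounds were pin-transferred onto Tsg101 binding domain (10 uM final) in HEPES pH 7.5 buffer, then FITC-PTAP peptide was added at 50 nM final. After 20 min at RT, polarization reported peptide displacement across a qHTS concentration series.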
# p53 reactivator – qHTS assay for re-activators of p53 using a Luc reporter. H1299 p53-A138V BP100-luciferase reporter, luminescence, 24 h. Potency, µM (series often up to 92.2 µM), inactives show at the highest dose activity change, positive = activation, most hits filed as activators. hit rate 0.063% among 320,000; further: potency means the concentration at half of the fitted maximal effect; % of control where 0% means no effect; nearly all actives have a fitted effect of over 45% in size
#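 H1299 (p53-null), stable ts p53-A138V + BP100-Luc; 1000 cells/well, Opti-MEM/10% FBS; cpd 4 pt, 1:5; 24 h, 37 deg C, 5% CO2; detection reagent 10 min RT; luminescence.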
# BRCA1 expr act – qHTS Assay to Identify Small Molecule Activators of BRCA1 Expression; hit rate 1.1% among 380,000; AID 624202, 2012; Potency, µM (series often up to 46.1 µM), for the others: at the top dose activation, actives largely listed as activators; MCF7-BRCA1-FFLuc reporter, luminescence, 48 h; response scale: scaled: vehicle 0%, 10 µM genistein 100%; further: potency means the concentration at half of the fitted maximal effect; nearly all actives have a fitted effect of over 80% in size; some results filed as inactive show a strong effect at the top dose
#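 MCF7-BRCA1-FFLuc cells, 2000/well in phenol-red-free MEM, attached 2 h then treated 48 h at 37 C. Luciferase luminescence read 15 min after reagent; normalized to genistein maximum activation (10microM) and DMSO, concentration-response fitted.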
# ELG1 repair inh – qHTS screen for small molecules that inhibit ELG1-dependent DNA repair in human embryonic kidney (HEK293T) cells expressing luciferase-tagged ELG1. HEK293T ELG1-luciferase reporter, luminescence, 16 h; DNA damage induced by 5-fluorouridine. Potency, µM (top dose mostly 46.1 µM), without a hit: at the highest dose activity change, negative = inhibition, usual class: inhibitors. hit rate 2.3% among 330,000; further: potency means the concentration at half of the fitted maximal effect; on the % scale 0 is the no-effect control and ±100 the full control effect; nearly all actives have a fitted effect of over 55% in size
#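 Quantitative HTS, concentration-response format. 2,000 cells/well co-treated with 5-fluorouridine and compound, 16 hr in 5% CO2 at 37 °C; ONE-Glo luminescence read after 30 min.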
# TRPV1 ag – HTS Assay for Compounds that Act as Agonists of the Vanilloid Receptor 1; TRPV1-expressing cells, Fluo-8 calcium influx, agonist mode; Transient receptor potential cation channel subfamily V member 1 (Homo sapiens), Q8NER1; hit rate 0.19% among 320,000; AID 540275, 2011; activation, % at 8.33 µM; in the data active means activation above about 80%; inconclusive means between about 30% and that limit; further: 0% is about no effect
#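 Fluo-8 calcium influx in TRPV1-expressing cells, kinetic read (ex 480/em 520 nm). Compound added and read 3 min for agonist activity, followed by capsaicin at EC20 final and 2 min further read for enhancement.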
# MLL CXXC-DNA inh – qHTS Fluorescence Polarization Assay for Inhibitors of MLL CXXC domain - DNA interaction | Histone-lysine N-methyltransferase 2A (Homo sapiens), Q03164 | MLL-CXXC / FITC-HOXA9 DNA fluorescence polarization | Potency, µM (highest dose often 115 µM), for inactives: top-dose activity change, negative = inhibition, hits mostly inhibitors | hit rate 0.037% among 290,000 | AID 2662, 2010; active means well fitted inhibition curve with a large enough effect in the polarisation, with a control signal flat, not every such curve was filed as active; inconclusive means small, poorly fitted or top-dose-only effect, or effect the other way, or a change in a side signal; inactive means no such curve, though single readings can be large or run the other way; the % refers to the polarisation; further: potency means the concentration at half of the fitted maximal effect
#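 Purified MLL-CXXC (added from a 7 uM solution) was preincubated 5 min at ambient with pinned compounds in 50 mM Tris-HCl pH 7.5, 50 mM NaCl, 1 mM DTT, 0.05% BSA. Fluorescein-labeled HOX-A9 DNA (50 nM solution) followed, 30 min, then polarization read.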
# B2AR arrestin – qHTS assay of beta-arrestin-biased ligands of beta2-adrenergic receptor | Potency, µM (highest dose often 46.1 µM), without a hit: at the top dose activation, hits mostly activators | Beta-2 adrenergic receptor (Homo sapiens), P07550 | beta-arrestin recruitment to beta2AR, cell-based reporter | AID 492947, 2010 | hit rate 0.02% among 330,000;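 further: potency means the concentration at half of the fitted maximal effect; 0% = DMSO controls and full agonism = EC100 isoproterenol or metaproterenol; nearly all actives have a fitted effect of over 65% in size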
# Target sequence (P07550 whole entry, looked up): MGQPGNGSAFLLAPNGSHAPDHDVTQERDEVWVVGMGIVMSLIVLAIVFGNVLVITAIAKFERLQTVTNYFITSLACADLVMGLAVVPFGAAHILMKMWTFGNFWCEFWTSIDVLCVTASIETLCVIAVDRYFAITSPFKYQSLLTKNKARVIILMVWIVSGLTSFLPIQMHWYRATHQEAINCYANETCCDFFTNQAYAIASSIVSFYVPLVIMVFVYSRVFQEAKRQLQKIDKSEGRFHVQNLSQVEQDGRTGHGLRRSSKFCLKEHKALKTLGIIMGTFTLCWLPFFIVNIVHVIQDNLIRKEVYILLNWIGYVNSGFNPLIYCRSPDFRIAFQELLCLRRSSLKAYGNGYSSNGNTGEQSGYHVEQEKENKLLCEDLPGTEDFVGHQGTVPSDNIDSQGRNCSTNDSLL
# * hit, by the source's call; ? = inconclusive; nt = not tested or not shown; [ ] = remark or other dose. Unless noted, the call rests on the fitted dose curve; in most records, active means well fitted curve in the direction sought with a large enough effect; inconclusive means small, poorly fitted or top-dose-only effect, or another doubt; inactive means no such curve, though single readings can be large; an effect the other way counts as inactive or inconclusive.
SMILES,a7 integrin act,A-T KAP1 phos,TCR act,TSG101-PTAP inh,p53 reactivator,BRCA1 expr act,ELG1 repair inh,TRPV1 ag,MLL CXXC-DNA inh,B2AR arrestin
CN(C)c1cc2c(c(N(C)C)c1)C(=O)c1ccccc1C2=O,11%,1%,4%,-8%,14%,-6%,?,2,-11%,-0.2%
c1ccc2c(c1)oc1c(NCCCN3CCOCC3)ncnc12,-11%,5%,5%,-1%,0%,7%,13%,-2,1%,0.4%
O=C(Nc1ccc(N2CCCC2)cc1)c1cccc(F)c1,12%,-5%,0%,2%,35%,?,?,?,18%,-0.3%
CC(NC(=O)c1ccc([N+](=O)[O-])o1)C12CC3CC(CC(C3)C1)C2 (configuration not stated),-64%[inhibitor],9%,-15%,-7%,-17%,-67%,6%,?,-6%,-0.7%
CCCC(=O)Nc1nn(CCC)c2nc3ccccc3cc12,2%,28µM*,2%,-5%,-8%,-14%,?,nt,2%,-0.1%
O=C(Nc1nnc(SCc2ccc(F)cc2)s1)C1=COCCO1,-30%,0%,-8%,-3%,?,80%,?,4,nt,0.2%
O=C(NCCCNC(=O)c1ccc(Cl)cc1Cl)c1cnccn1,8%,-7%,-3%,-2%,8%,1%,-7%,-3,-5%,0.4%
Cc1cc(C)c(S(=O)(=O)Cc2ccccc2)c(OC(C)C)n1,?,25%,-1%,-5%,?,2%,9%,-7,18%,0.2%
Cc1ccc(-c2csc(N=C(N)N)n2)cc1,21%,10%,0%,-9%,2%,?,?,nt,3%,-0.3%
O=[N+]([O-])c1ccc(Cn2cc(-c3cccc(C(F)(F)F)c3)nn2)cc1,-14%,-1%,-3%,-7%,6%,-23%,-1%,10,-2%,0.1%
Cc1noc(C)c1CN(C(=S)NC(C)C)c1ccccc1,2%,2%,5%[46.1 µM],0%,0%,-26%,?,2,10%,-0.1%
CCOc1cc(C(=O)OC(C)C(=O)Nc2ncc(Cl)cc2Cl)ccc1OCC(=O)N1CCOCC1 (configuration not stated),-33%,-1%,-1%[46.1 µM],0%,-10%,7%,?,-1,-4%,-1.8%
Cc1cccc(CS(=O)(=O)c2ncc(CO)n2C)c1,-4%,-9%,-1%,-1%,4%,39%,2%,-4,2%,-1.0%
C=CCN1C(=O)N(c2ccc(Cl)cc2)C(=O)C1CC(=O)Nc1ccc(F)cc1 (configuration not stated),-3%,-5%,-4%,-4%,5%,-7%,13%,4,2%,-0.5%
CCOC(=O)c1c(NC(=O)CSc2nc3c(c(=O)n(C)c(=O)n3C)n2C(C)C)sc(C)c1C,10%,-11%,5%,-6%,16%,-7%,21%,-13,-3%,0.1%
Nc1ccc2c(c1)Cc1c(F)cccc1-2,15%,nt,2%,-3%,nt,?,nt,nt,nt,nt
Fc1ccc(C2C3=C(Nc4ncnn42)c2ccccc2OC3c2ccncc2)cc1 (configuration not stated),-10%,nt,-1%,-5%,-1%,-49%,?,?,8%,-0.7%
Cc1cc(C(=O)COC(=O)c2ccc(O)cc2)c(C)n1-c1ccccc1F,0%,-1%,2%,-1%,7%,-3%,?,?,-1%,0.7%
O=C1CC2(CCN(C(=O)c3ccccc3Br)CC2)Oc2ccccc21,12%,2%,2%,-4%,7%,-23%,-10%,?,nt,0.2%
O=C1C=C(NCCNc2c(F)c(F)c(CO)c(F)c2F)CCC1,17%,17%,4%,1%,2%,-10%,1%,2,-1%,-0.5%
CC1Cc2ccccc2N1C(=O)COC(=O)c1c2c(nc3ccccc13)CCCCC2 (configuration not stated),-25%,-2%,2%[46.1 µM],0%,3%,-77%,13µM*,19,-1%,-0.4%
CCOC(=O)c1cc(-c2cccs2)nc2onc(C)c12,32%,17%,2%,-7%,7%,0%,13%,nt,3%,-1.1%
COc1ccc(CNC(=O)C[C@H]2C(=O)N(C3CCCCC3)C[C@@H]2Cc2ccccc2)cc1,-8%,1%,-53%,0%,nt,9%,-5%,6,10%,-0.8%
Cc1ccc(S(=O)(=O)Cn2nnnc2C(C(C)C)N2CCC(C(N)=O)CC2)cc1 (configuration not stated),?,1%,4%,0%,-4%,-14%,4%,-1,55%[activator],-0.2%
Cc1ccc(NC(=O)CCNC(=O)c2ccccc2Cl)cc1S(=O)(=O)N1CCCCCC1,3%,9%,nt,-9%,-8%,-41%,?,7,nt,0.1%
# (more compounds)
SMILES,a7 integrin act,A-T KAP1 phos,TCR act,TSG101-PTAP inh,p53 reactivator,BRCA1 expr act,ELG1 repair inh,TRPV1 ag,MLL CXXC-DNA inh,B2AR arrestin
CC(C)c1ccc(NC(=O)[C@H](NC(=O)[C@@H]2Cc3ccccc3CN2)c2ccccc2)cc1,-34%,-3%,4%,-1%,10%,-2%,19%,11,30%[activator],0.5%
O=c1c(C(c2ccccc2)c2c(O)nc3n(c2=O)CCCS3)c(O)nc2n1CCCS2,-33%,3%,12%,-2%,2%,-1%,21%,-6,-17%,-0.7%
C/C(=N\NC(=O)COc1ccc(C(C)(C)C)cc1)c1cc2ccccc2o1,-24%,3%,-9%[46.1 µM],-7%,?,100%,?,8,-4%,-1.2%
Cc1cc(O)ccc1N/C=C/c1onc(C)c1[N+](=O)[O-],-4%,0%,-12%,0%,?,?,?,3,-5%,-0.8%
COCCCN(CCCN)Cc1ccco1,0%,-4%,0%[46.1 µM],0%,?,-25%,24%,14,1%,-0.4%
Cc1ccc(S(=O)(=O)/N=C(\c2ccc(Cl)cc2)N2CCOCC2)cc1,10%,-3%,5%,0%,-2%,-9%,0%,-3,0%,-0.8%
C=CCN(CC=C)CCOc1cc(C)ccc1[N+](=O)[O-],-11%,-1%,-3%,0%,3%,-20%,9%,3,?,0.0%
CCOCCCNC(=O)C(NC(=O)CNC(=O)c1ccccc1)c1ccc(OC)cc1 (configuration not stated),19%,-4%,-23%,-5%,-6%,-10%,3%,-1,11%,12%
COc1ccc(/C(O)=C2\C(=O)C(=O)N(CCN(C)C)C2c2cccc(OC)c2OC)cc1Cl (configuration not stated),10%,-1%,-3%,-6%,-5%,0%,5%,6,-3%,-0.5%
CCn1c(SCC(=O)NCCc2ccccc2)nnc1-c1ccco1,-17%,15%,1%,-2%,2%,3%,3%,0,-6%,-0.2%
CSCC[C@H](NC(=O)Nc1ccc(S(N)(=O)=O)cc1)C(=O)O,0%,-9%,13%,0%,1%,-1%,1%,2,8%,0.1%
CC(Sc1nc(=O)cc(N)n1CCc1ccccc1)C(=O)NCc1ccccc1 (configuration not stated),-23%,-1%,0%,0%,7%,-3%,-2%,-2,7%,0.5%
COc1ccc(-c2cn3ccccc3n2)cc1,?,-3%,1%,-3%,2%,13%,?,7,-1%,0.2%
COc1cccc(NC(=O)c2ccc(N3C(=O)C4CCC(C)CC4C3=O)cc2)c1 (configuration not stated),20%,nt,-2%,2%,nt,18%,nt,nt,nt,nt
Cc1n[nH]c(C)c1S(=O)(=O)N1CCCC(C(=O)N2CCN(c3ccc(Cl)cc3)CC2)C1 (configuration not stated),-50%[inhibitor],1%,0%,-5%,-10%,-33%,?,2,3%,-0.8%
Cc1ccc(S(=O)(=O)N2CCN(C(=O)CN3C(=O)c4ccc([N+](=O)[O-])cc4C3=O)CC2)cc1C,10%,-2%,nt,-5%,6%,1%,3%,0,nt,0.1%
COC(=O)c1ccc(N=Nc2c(C)[nH]n(-c3ccccc3)c2=O)cc1,?,1%,nt,-7%,nt,-49%,0%,3,-21%,-0.2%
OC(c1ccccc1)(c1ccccc1)C1CCN(C(=S)NCCc2ccccc2)CC1,-42%,-3%,0%,0%,4%,-84%,?,2,-2%,-1.0%
O=C(Nc1cccc(S(=O)(=O)NC2=NCCCCC2)c1)c1ccc(Cl)cc1,-12%,4%,2%,-4%,-5%,-38%,?,1,nt,-0.3%
O=C(CC1CCCC1)Nc1ccc2c(c1)CCC2,-1%,2%,1%,-6%,13%,10µM*,?,?,6%,0.1%
COc1cccc(NC(=O)Nc2cccs2)c1,-19%,0%,2%[46.1 µM],1%,?,13µM*,?,-2,29%,-0.5%

# Screening data deposited in PubChem by National Center for Advancing Translational Sciences (NCATS).

# Random draw from the library; 3.8% or so of the library scored in one or more.
